TDP43 rescue: TDP-43 toxicity inhibition in yeast | TDP-43 expressing yeast growth rescue, BacTiter-Glo, 24 h | Potency, µM (doses to about 46.1 µM), for inactives: at the highest dose growth rescue (activation), most hits filed as activators | 410,000 tested, 1.8% active; also: potency is read from the fitted curve at half-maximal effect; % of control where 0% means no effect; nearly all actives have a fitted effect of over 50% in size
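In this qHTS, compounds that restore growth of yeast expressing TDP-43 appear as activators. Cells (OD600=0.02, galactose medium, raffinose-pregrown) are incubated with compound 24 hr at 30 deg C and growth is quantified by BacTiter-Glo.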
GLP-1R inv ag: inverse agonists of human GLP-1 receptor; HEK293 GLP-1R CRE-luciferase, luminescence, 24 h; GLP-1R form is constitutively active; Potency, µM (series often up to 38.3 µM), for the others: at the highest dose activity change, negative = inhibition, hits mostly inhibitors; 410,000 tested, 1.6% active; AID 624417; also: potency is read from the fitted curve at half-maximal effect; % is scaled to controls: 0 for no effect and ±100 for the full control effect; nearly all actives have a fitted effect of over 55% in size
Target sequence (P43220 whole entry, looked up): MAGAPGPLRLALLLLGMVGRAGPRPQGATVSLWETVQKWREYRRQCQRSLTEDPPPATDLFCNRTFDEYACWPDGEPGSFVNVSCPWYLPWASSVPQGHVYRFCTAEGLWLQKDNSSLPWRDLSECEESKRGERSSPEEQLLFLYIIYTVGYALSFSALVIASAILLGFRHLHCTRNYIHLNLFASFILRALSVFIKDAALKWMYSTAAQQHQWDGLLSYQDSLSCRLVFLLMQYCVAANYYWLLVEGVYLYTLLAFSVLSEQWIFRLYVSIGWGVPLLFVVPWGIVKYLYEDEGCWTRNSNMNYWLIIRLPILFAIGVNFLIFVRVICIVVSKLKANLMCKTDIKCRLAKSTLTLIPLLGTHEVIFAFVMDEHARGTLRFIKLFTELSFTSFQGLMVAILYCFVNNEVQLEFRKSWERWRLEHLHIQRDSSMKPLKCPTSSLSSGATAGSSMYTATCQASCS
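qHTS in 1536-well format: reporter HEK293 cells expressing constitutive GLP-1R activity in DMEM + 10% Nu serum, 24 hr with compounds at 37 deg C, luminescence read after 12 min with detection reagent.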
FUS yeast rescue: FUS proteinopathy suppression in yeast; S. cerevisiae FUS-expressing, growth rescue, OD600, 24 h; Potency, µM (doses to about 76.6 µM), without a hit: at the highest dose growth rescue (activation), most hits filed as activators; 390,000 tested, 0.24% active; AID 1347120;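 also: potency is read from the fitted curve at half-maximal effect; plate controls were DMSO vehicle for no effect and reference control for full effect; nearly all actives have a fitted effect of over 55% in size; some results filed as inactive show a strong effect at the top dose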
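Toxicity suppression screen in FUS-yeast. Cells induced with 2% galactose, starting OD 0.005, treated 24hr at 30C with compounds at multiple final concentrations; growth by OD600.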
Abeta yeast res: compounds reversing amyloid beta toxicity in yeast. yeast expressing A-beta42, growth rescue, OD600, 48 h; response scale: 0% DMSO, 100% iron-clioquinol control. 410,000 tested, 0.063% active. Potency, µM (top dose mostly 46.1 µM), inactives show top-dose growth rescue, most hits filed as activators; also: potency is read from the fitted curve at half-maximal effect; nearly all actives have a fitted effect of over 55% in size
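Yeast growth medium received pinned compounds, then yeast cells expressing toxic A-beta were added; plates incubated at 30 C for 48 hr. Growth read as absorbance at 600 nm, normalized to DMSO and equimolar FeCl3 plus clioquinol controls.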
MmCpn inh: blocks the Methanococcus maripaludis chaperonin Mm-Cpn; AID 504842; 330,000 tested, 0.031% active; purified Mm-Cpn ATPase, ADP Transcreener TR-FRET; Potency, µM (series often up to 76.9 µM), for the others: top-dose activity, negative = inhibition, hits mostly inhibitors; also: potency is read from the fitted curve at half-maximal effect; % is scaled to controls: 0 for no effect and ±100 for the full control effect; nearly all actives have a fitted effect of over 80% in size
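25 nM Mm-CPN + cpd, 10 min 37°C; + 10 uM ATP, 30 min 37°C; buffer 30 mM Tris pH 7.4, 100 mM KCl, 5 mM MgCl2, 1 mM DTT; Transcreener ADP HTRF detection 30 min RT.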
Akt phos inh: Akt phosphorylation inhibition; Neuro2A IGF-stimulated pAkt S473 HTRF, 20 min; stronger effect = lower value; activity change, % for hits at 50 µM; 360,000 tested, 0.32% active; in the data active = activity change below about -80%; inconclusive = mostly about -51% to -80%; also: % is scaled to controls: 0 for no effect and ±100 for the full control effect
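Neuro2A cells in DMEM with 0.5% FBS, overnight at 37 deg C, given compound at single 50 µM final, then IGF (6 nM final) for 20 min at 37 deg C. Lysed; phospho-Akt Ser473 by HTRF after 24 h, 665/615 ratio.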
GLP1R cytotox: cytotoxicity in counter-screen for GLP-1R inverse agonists; Potency, µM (doses to about 38.3 µM), for inactives: top-dose activity change, negative = inhibition, hits mostly inhibitors; 410,000 tested, 0.13% active; HEK293 cAMP-luciferase reporter cells, luminescence, 24 h; AID 624418;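 also: loss of luciferase light is scored as toxicity; potency is read from the fitted curve at half-maximal effect; % is scaled to controls: 0 for no effect and ±100 for the full control effect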
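MLSMR compounds, 24 hr on cells at 37 deg C/5% CO2; luminescence after luciferase reagent (12 min RT). Inhibition counted as the undesired cytotoxic outcome.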
aSyn rescue: alpha-synuclein toxicity inhibition in yeast; Potency, µM (titrated, usually from 46.1 µM), for inactives: at the top dose growth rescue (activation), usual class: activators; 370,000 tested, 0.14% active; Yeast expressing alpha-synuclein, growth rescue, BacTiter-Glo, 24 h; also: potency is read from the fitted curve at half-maximal effect; % of control where 0% means no effect; nearly all actives have a fitted effect of over 65% in size
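Readout is rescue of growth in alpha-synuclein-expressing yeast, so inhibitors of toxicity appear as activators. Growth after 24 hr at 30 deg C in galactose medium is quantified by luminescence.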
PTHR1 ag: PTHR1 (human) receptor agonism | AID 743266 | Q03431 | Potency, µM (top dose mostly 115 µM), for the others: at the highest dose activation, actives largely listed as activators | 410,000 tested, 0.075% active | HEK293 GP2 PTHR1 cells, GloSensor cAMP luminescence, 1 h; also: potency is read from the fitted curve at half-maximal effect; nearly all actives have a fitted effect of over 55% in size; some results filed as inactive show a strong effect at the top dose; inactives centre near -15; many of its hits are not listed in these tables
Target sequence (Q03431 whole entry, looked up): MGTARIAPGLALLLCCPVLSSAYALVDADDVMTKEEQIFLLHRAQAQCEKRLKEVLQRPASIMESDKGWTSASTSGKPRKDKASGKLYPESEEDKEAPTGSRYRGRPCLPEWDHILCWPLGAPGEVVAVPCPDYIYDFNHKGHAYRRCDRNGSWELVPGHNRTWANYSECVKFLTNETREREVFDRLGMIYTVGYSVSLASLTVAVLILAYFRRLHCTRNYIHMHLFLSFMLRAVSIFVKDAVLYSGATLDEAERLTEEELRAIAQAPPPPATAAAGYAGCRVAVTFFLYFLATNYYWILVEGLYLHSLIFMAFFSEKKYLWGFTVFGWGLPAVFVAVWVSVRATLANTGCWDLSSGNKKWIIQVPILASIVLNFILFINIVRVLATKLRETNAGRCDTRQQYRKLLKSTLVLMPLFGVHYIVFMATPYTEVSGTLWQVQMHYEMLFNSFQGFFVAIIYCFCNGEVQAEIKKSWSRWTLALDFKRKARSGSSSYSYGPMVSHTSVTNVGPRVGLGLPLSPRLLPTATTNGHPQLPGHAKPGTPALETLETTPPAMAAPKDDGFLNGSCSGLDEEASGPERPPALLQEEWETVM
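HEK-293-derived GP2 cells expressing PTHR1 and a GloSensor cAMP reporter, 3,000/well, plated overnight, given luciferin plus IBMX (each 0.5 mM as added) for 1 h at 37 °C, then compound for 1 h at 37 °C. Luminescence was read after 15 min at room temperature.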
* hit, by the source's call; i = inactive; ? = inconclusive; / = no result given; [ ] = remark or other dose. Unless noted, calls follow the shape of the dose curve; as a rule, active = well fitted curve in the direction sought with a large enough effect; inconclusive = small, poorly fitted or top-dose-only effect, or another doubt; inactive = no such curve, though single readings can be large; an effect the other way counts as inactive or inconclusive. An excerpt, so the mix of outcomes need not match the whole.

SMILES	TDP43 rescue	GLP-1R inv ag	FUS yeast rescue	Abeta yeast res	MmCpn inh	Akt phos inh	GLP1R cytotox	aSyn rescue	PTHR1 ag
Cc1ccc2c(c1)cc(CN(Cc1ccc3c(c1)OCO3)S(=O)(=O)c1ccccc1)c1nnnn12	6.7%	-0.6%	-0.6%	5.3%	-1.2%	i	-2.3%	-2.1%	i
Nc1c(-c2ccc(Cl)cc2)cnn1-c1ccccc1	0.5%	8.1%	9.1%	-2.5%	1.5%	i	-8.7%	-0.4%	-21.7%
CNC(=S)Nc1cc2oc3ccccc3c2cc1OC	?	?	-11.0%	?	0.0%	i	?	-17.9%	i
O=C(CN(CCc1ccccc1)C(=O)CNS(=O)(=O)c1ccccc1)NCc1ccco1	0.9%	0.7%	2.1%	-8.2%	0.3%	i	-5.1%	-2.0%	-1.3%
COc1ccccc1NC(=O)CCNS(=O)(=O)c1ccc2c(c1)CCN2C(=O)C1CC1	5.8%	9.9%	17.5%	-4.3%	/	/	12.2%	/	i
O=C(O)Cc1sc(N/N=C\c2ccccc2)nc1-c1ccccc1	-18.2%	-24.3%	25.0%	19.0%	-2.9%	i	-11.2%	-1.7%	-17.4%
CCC(CC)NC(=O)c1cccc(NC(=O)C(C)C)c1	-16.7%	11.9%	4.0%	4.4%	2.2%	i	1.4%	1.9%	-6.1%
CN1CCN(C(=O)C2CCCCC2C(=O)O)CC1 (stereo not drawn)	-8.9%	-6.6%	-18.7%	-2.8%	-0.4%	i	11.3%	-1.1%	-3.9%
COc1ccc(OC)c(-c2cc(C(=O)Nc3c(C)nn(Cc4ccc(Cl)cc4)c3C)no2)c1	-11.7%	0.0%	?	-13.7%	1.1%	i	3.5%	-3.2%	i
Cc1noc(C)c1S(=O)(=O)N1CCC(C(=O)N2CCN(c3cccc(C(F)(F)F)c3)CC2)CC1	13.7%	-13.2%	-23.8%	2.9%	/	/	-4.3%	/	-6.2%
C[C@H]1CN([C@@H](C)CO)C(=O)CCCn2cc(nn2)CO[C@@H]1CN(C)S(=O)(=O)c1ccc2ccccc2c1	12.1%	1.0%	7.5%	-6.7%	/	i	5.9%	3.55µM*	-21.7%
COc1ccc(NC(=O)COc2cc(C)cc(C)c2)cc1S(=O)(=O)N1CCCCC1	-11.3%	?	18.7%	-5.6%	-0.5%	i	-18.6%	1.9%	-29.0%
CC(C)(C)c1ccc(S(=O)(=O)c2cnc(SCC(=O)Nc3ccc4c(c3)OCCO4)[nH]c2=O)cc1	-0.6%	10.5%	41.0%	-20.7%	/	/	11.3%	/	i
Cc1cc(C)c2c(=O)c3c(oc2c1)C(=O)N(Cc1ccco1)C3c1ccc(F)cc1 (stereo not drawn)	21.6%	12.5%	-22.6%	-1.0%	/	/	0.0%	/	-33.1%[inhibitor]
COc1ccc(C(=O)Nc2c(C)cc(C)cc2C)cc1OC	13.0%	15.0%	-30.3%	3.1%	1.2%	i	-10.0%	-0.5%	-16.2%
Cc1ccc2c(c1)CCCN2CC(=O)Nc1cccc(S(=O)(=O)N2CCCC2)c1	9.4%	-18.8%	33.6%	17.1%	1.5%	i	-9.5%	3.8%	-10.0%
O=C(CCN1C(=O)COc2ccccc21)NCCN1CCOCC1	-10.8%	0.0%	9.2%	8.4%	-2.9%	/	-7.8%	-8.7%	i
CC1Cc2nc(SCC(=O)NCCc3ccccc3)n(C)c(=O)c2S1 (stereo not drawn)	8.9%	15.4%	-16.8%	-16.8%	1.6%	i	-23.5%	-3.8%	i
CC(C)C(=O)NC(c1ccccc1Cl)c1c(O)ccc2ccccc12 (stereo not drawn)	-16.6%	0.0%	44.9%	-26.0%	-0.6%	i	7.7%	-0.8%	i
FC(F)(F)c1ccc(CN2C[C@@H]3C(c4ccccc4)C4(c5cccnc5)CC3(C4)[C@H]2c2ccccc2)cc1 (stereo partly drawn)	-6.8%	11.2µM*	14.0%	-40.2%[inhibitor]	-0.8%	i	6.5%	-32.4%[inhibitor]	-27.0%
Cc1ccccc1C(=O)Nc1ccnn1C1CCN(C(=O)C2CCOC2)CC1 (stereo not drawn)	12.9%	14.1%	/	3.8%	0.9%	i	-4.5%	0.4%	i
C=C(C)Cn1cnc2c(oc3nc4c(cc32)CCCC4)c1=O	2.1%	16.7%	11.2%	6.3%	3.2%	i	-5.8%	11.4%	i
O=C(c1cccn2c(=O)c3ccc(Cl)cc3nc12)N1CCN(Cc2ccc3c(c2)OCO3)CC1	-10.4%	5.4%	2.0%	11.5%	-0.8%	i	8.1%	-5.4%	i
COC(=O)C(C#N)C(c1cccnc1)c1c(C)[nH][nH]c1=O (stereo not drawn)	2.7%	5.4%	-9.9%	4.0%	1.0%	i	-18.8%	0.9%	i
CCc1ccc(-c2nc3cc(NC(=O)c4ccc(C)c(C)c4)ccc3o2)cc1	-26.7%	0.3%	10.7%	-9.1%	/	/	7.3%	/	-28.6%
O=C(CCc1ccc(S(=O)(=O)N2CCOCC2)cc1)N1CCc2ccccc2C1	11.3%	-15.4%[0.307 µM]	4.0%	9.3%	-19.8%	i	-0.8%[0.307 µM]	-0.9%	-36.2%[inhibitor]
CNc1nc(SC)nc(N(C)C#N)n1	-0.6%	68.5%[activator]	-13.5%	-17.9%	-2.9%	i	12.5%	-21.9%	-11.9%
COc1cc(N=CC2=C(O)c3ccccc3C2=O)cc(OC)c1	5.6%	6.0%	/	23.5%	-0.9%	i	19.6%	4.4%	29.2%
COC(=O)c1ccc(NC(=O)c2c(C(=O)Nc3ccccc3)sc3nc(C)cc(=O)n23)cc1	-0.5%	-1.7%	33.1%	0.3%	-2.1%	i	9.0%	19.0%	i
COc1cccc(N2CCN(C(=O)CC(C)(C)CC3=NS(=O)(=O)c4ccccc4N3)CC2)c1	-16.0%	-30.5%	-4.3%	-1.4%	1.3%	i	0.3%	1.5%	-24.7%
NC(=O)Cn1nc(-c2ccccc2)nc1-c1ccccc1	9.4%	-10.3%	-5.7%	12.0%	/	i	-9.9%	9.9%	-8.6%
COc1ccc(NC(=O)N/C=C/c2ccco2)cc1	-22.9%	12.5%	27.5%	15.6%	-0.6%	i	-3.7%	-2.1%	i
Oc1ccc(Br)cc1C=Nc1cccn2cc(-c3ccccc3)nc12	-35.1%[inhibitor]	-10.0%	8.4%	-35.0%[inhibitor]	-14.2%	i	3.0%	-16.3%	-23.8%
Nc1ccn([C@@H]2O[C@H](C(=O)Nc3ccc(Oc4ccccc4)nc3)[C@@H](O)[C@H]2O)c(=O)n1	19.5%	16.4%	-26.2%	-12.7%	/	i	-2.7%	-1.4%	-23.1%
CN(CC(=O)Nc1ccc(OC(F)(F)F)cc1)C(=O)c1ccccc1SCC(=O)N1CCCC1	9.7%	?	/	-7.7%	/	i	-24.5%	-8.5%	-5.1%
CCOc1ccc(CNC(=O)Cn2nc(C)c3sc4ccccc4c3c2=O)cc1	-6.7%	1.6%	-16.8%	2.4%	/	/	-1.5%	/	i

An excerpt of these results, with two lines to a compound:
The line under a structure holds: TDP43 rescue, GLP-1R inv ag, FUS yeast rescue, Abeta yeast res, MmCpn inh, Akt phos inh, GLP1R cytotox, aSyn rescue, PTHR1 ag
Oc1ccc(Br)cc1C=Nc1cccn2cc(-c3ccccc3)nc12
 : -35.1%[inhibitor], -10.0%, 8.4%, -35.0%[inhibitor], -14.2%, i, 3.0%, -16.3%, -23.8%
Nc1ccn([C@@H]2O[C@H](C(=O)Nc3ccc(Oc4ccccc4)nc3)[C@@H](O)[C@H]2O)c(=O)n1
 : 19.5%, 16.4%, -26.2%, -12.7%, /, i, -2.7%, -1.4%, -23.1%
CN(CC(=O)Nc1ccc(OC(F)(F)F)cc1)C(=O)c1ccccc1SCC(=O)N1CCCC1
 : 9.7%, ?, /, -7.7%, /, i, -24.5%, -8.5%, -5.1%
CCOc1ccc(CNC(=O)Cn2nc(C)c3sc4ccccc4c3c2=O)cc1
 : -6.7%, 1.6%, -16.8%, 2.4%, /, /, -1.5%, /, i

The listing continues:
SMILES	TDP43 rescue	GLP-1R inv ag	FUS yeast rescue	Abeta yeast res	MmCpn inh	Akt phos inh	GLP1R cytotox	aSyn rescue	PTHR1 ag
O=C(CSc1n[nH]c(=O)n1Cc1ccco1)c1ccc(F)cc1	-4.4%	-12.7%	-7.5%	-94.9%[inhibitor]	-2.0%	i	5.6%	0.8%	-7.2%
NC(=O)C1CCN(C(=O)c2ccc3c(=O)n(Cc4ccco4)c(SCc4ccc([N+](=O)[O-])cc4)nc3c2)CC1	7.1%	15.9%	44.4%	-10.7%	1.6%	/	8.0%	4.7%	i
CCc1ccc2nc3sc(C(=O)O)cc3cc2c1	20.5%	33.7%[activator]	14.1%	-74.0%[inhibitor]	-0.9%	i	-5.0%	-6.4%	-18.8%
CCOc1ccc(OCCC(=O)OCC(=O)Nc2ccc3c(c2)OCCO3)cc1	0.1%	11.6%	26.4%	12.5%	0.0%	i	-11.6%	3.1%	-0.5%
CSCCC(NS(=O)(=O)/C=C/c1ccccc1)C(=O)NCCc1ccc(S(N)(=O)=O)cc1 (stereo not drawn)	2.2%	-4.2%	15.4%	-5.0%	1.1%	i	-1.3%	-4.6%	i
O=S(=O)(c1cc(F)ccc1F)N1CCC2(CC1)OCCN2S(=O)(=O)c1ccccc1	0.2%	?	43.6%	13.2%	-1.2%	i	-1.9%	13.4%	-56.7%[inhibitor]
O=C(c1cc2c(s1)-c1ccccc1OC2)N1CCN(c2ccccn2)CC1	17.4%	-0.7%	6.1%	-7.0%	-14.8%	i	-1.4%	?	-17.2%
CCOC(=O)CSc1[nH]c(=O)cc(C)c1C#N	9.9%	12.6%	3.3%	1.6%	-0.3%	i	-8.8%	0.1%	i
